High-throughput results deposited in PubChem by Broad Institute.
Pf Dd2 inh = P. falciparum Dd2 growth inhibitors, primary screen, SYBR Green fluorescence, single dose replicates | activity change, % at 10 µM | actives 2.3% (n = 94,000) | 72 h; stronger effect = lower value; in the data active = activity change below about -80%; inconclusive = no clear call, values can overlap the other calls
GASC1 inh = inhibitors of GASC-1 (KDM4C) histone demethylase, primary screen, biochemical, single concentration HTS. Lysine-specific demethylase 4C (Homo sapiens), Q9H3R0. GST-KDM4C 2-372, H3K9me3 peptide, LANCE TR-FRET. inhibition, % at 12.5 µM. actives 0.15% (n = 96,000);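 active = mean replicate inhibition above about 25%, with at least 55% of replicates also reaching it, limit read from the data, passing the limit was not always enough; inconclusive = only one of those two conditions met; inactive = neither condition met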
Target sequence (Q9H3R0 2-372 limits assumed): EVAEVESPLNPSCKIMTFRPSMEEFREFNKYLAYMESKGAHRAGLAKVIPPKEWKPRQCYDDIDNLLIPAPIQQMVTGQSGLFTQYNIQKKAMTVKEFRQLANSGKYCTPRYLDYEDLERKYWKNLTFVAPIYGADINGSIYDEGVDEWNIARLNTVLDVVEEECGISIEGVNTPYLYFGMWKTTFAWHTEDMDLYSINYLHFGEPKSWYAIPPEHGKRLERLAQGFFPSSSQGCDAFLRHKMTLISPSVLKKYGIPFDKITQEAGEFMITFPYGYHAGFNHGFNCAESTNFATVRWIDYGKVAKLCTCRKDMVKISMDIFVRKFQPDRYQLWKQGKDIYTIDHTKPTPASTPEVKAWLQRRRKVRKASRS
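Material: GST-tagged GASC-1 (JMJD2C) catalytic fragment, aa 2-372 / Quantity: enzyme final amount 10 nM / Medium: HEPES buffer, pH 7.5, plus ascorbate / Doses: one test concentration per compound / Incubation: 30 min reaction, 60 min detection, RT / Measured by: LANCE TR-FRET / Read-out: inhibition from TR-FRET ratio decrease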
C diff HTS = C. difficile growth inhibitors, primary screen, HTS; Clostridium difficile clinical isolate growth, OD600, 24 h; stronger effect = lower value; growth activity, negative = inhibition, % at 16 µg/mL (by protocol); actives 0.25% (n = 86,000); AID 1259249, 2017;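 active = mean growth activity at or below -80% and every replicate also at or below -80%; inconclusive = mean at or below -80% but some replicate above -80%; inactive = mean growth activity above -80%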;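 note: 0% = DMSO wells and -100% = levofloxacin 16 µg/mL wells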
Tcruzi prolif = T. cruzi intracellular proliferation inhibitors, primary screen, cell-based, beta-gal Tulahuen parasites, NIH3T3 host, luminescence; T. cruzi beta-gal in NIH3T3, GalScreen luminescence, 90 h; inhibition, % at 8.34 µM; actives 5.9% (n = 77,000); AID 624255, 2012;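 active = mean inhibition above about 93%, with at least 55% of replicates each passing it, limit read from the data, passing the limit was not always enough; inconclusive = only one of those two conditions holds; inactive = neither condition holds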
Numbers without * were called inactive; ? = inconclusive; / = not tested or not shown; & = joins results of further samples.

mol	Pf Dd2 inh	GASC1 inh	C diff HTS	Tcruzi prolif
C[C@@H]1CN([C@H](C)CO)C(=O)c2cc(-c3cccc(F)c3)cnc2O[C@@H]1CN(C)C(=O)C1CCC1	-28	-1.1	1	/
C[C@H]1CN([C@@H](C)CO)C(=O)c2cccc(NC(=O)C3CCCCC3)c2O[C@@H]1CN(C)Cc1ccc(-c2ccccc2)cc1	0	0.4	-2	-73
C[C@H]1CN([C@@H](C)CO)C(=O)Cc2cc(NC(=O)CCC(F)(F)F)ccc2O[C@@H]1CN(C)C(=O)Nc1cccc2ccccc12	9	12	-1	38
COc1ccc(CN(C)C[C@@H]2Oc3ccc(NC(=O)C4CC4)cc3CC(=O)N([C@@H](C)CO)C[C@@H]2C)cc1	3	-0.7	-3	93
C[C@@H]1CCCCO[C@H](CN(C)Cc2ccccc2)[C@H](C)CN([C@H](C)CO)C(=O)c2cc(NS(=O)(=O)c3cn(C)cn3)ccc2O1	-4	-1.9	/	-19
C[C@@H]1CN([C@H](C)CO)C(=O)c2cc(C#C[C@@H](C)O)cnc2O[C@H]1CN(C)C(=O)Nc1ccc(C(F)(F)F)cc1	-15	-1.8	3	/
C[C@@H]1CN([C@@H](C)CO)C(=O)c2cc(NC(=O)c3ccncc3)ccc2O[C@H]1CN(C)C	9	-0.4	2	30
CCC(=O)Nc1ccc2c(c1)OC[C@H](C)N(CC1CCOCC1)C[C@@H](C)[C@@H](OC)CN(C)C2=O	14	0.4	/	-8
C[C@@H]1CN([C@H](C)CO)C(=O)Cc2cc(NS(=O)(=O)c3cn(C)cn3)ccc2O[C@H]1CN(C)C(=O)Nc1ccccc1	-21	1.7	0	-3
O=C(C[C@H]1C[C@@H]2c3cc(NC(=O)Nc4ccc(C(F)(F)F)cc4)ccc3O[C@@H]2[C@H](CO)O1)NCc1ccccn1	-20	-1.7	4	-18
CC=Cc1ccc2n(c1=O)C[C@@H]1[C@@H](CO)[C@H](C(=O)NCC3CC3)N(CCC)[C@H]21 (mixture of isomers)	14	3.1	2	/
COc1ccc2c3c(n(C)c2c1)[C@@H](CO)N(Cc1ccccc1OC)CC31CCN(CC2CC2)CC1	-91*	/	13	/
COc1ccc(CN(C)C[C@H]2OCCCC[C@H](C)Oc3ccc(NS(=O)(=O)c4cn(C)cn4)cc3C(=O)N([C@H](C)CO)C[C@@H]2C)cc1	-11	0.3	4	9
Cc1noc(C)c1S(=O)(=O)Nc1ccc2c(c1)C(=O)N([C@H](C)CO)C[C@H](C)[C@@H](CN(C)C(=O)CCCN(C)C)OCCCC[C@@H](C)O2	22	1.6	-3	/
O=S(=O)(c1cccc(Cl)c1)N1[C@@H]2CNC[C@H]1C2c1ccc(-c2ccncc2)cc1 (some centres not stated)	-4&16	1.7&-0.5	-7&-2	/
CNC[C@@H]1Oc2ccc(NC(=O)Cc3cn(C)c4ccccc34)cc2CC(=O)N([C@@H](C)CO)C[C@H]1C	-4	-0.6	0	-46
C[C@@H]1CCCCO[C@H](CN(C)C(=O)NC2CCCCC2)[C@H](C)CN([C@H](C)CO)C(=O)c2cc(NC(=O)NC3CCCCC3)ccc2O1	-70	0.6	-3	79
CCC(=O)N1[C@@H]2c3ccc(/C=C/c4ccccc4)c(=O)n3C[C@H]1[C@H](CO)[C@H]2C(=O)N1CCOCC1	2	-0.9	2	75
C[C@@H]1CCCCO[C@H](CN(C)S(C)(=O)=O)[C@H](C)CN([C@@H](C)CO)C(=O)c2cc(NC(=O)c3ccccc3)ccc2O1	-57	-0.8	-2	17
COc1ccc(S(=O)(=O)Nc2ccc3c(c2)C(=O)N([C@@H](C)CO)C[C@H](C)[C@H](CN(C)Cc2ccccc2)OCCCC[C@@H](C)O3)cc1	-51	-0.3	4	32
C[C@@H]1CCCCO[C@@H](CN(C)Cc2ccc(C(F)(F)F)cc2)[C@H](C)CN([C@H](C)CO)C(=O)c2cc(NS(=O)(=O)c3cccs3)ccc2O1	-65	-1.1	-3	114*
COc1ccc(S(=O)(=O)Nc2ccc3c(c2)C(=O)N([C@@H](C)CO)C[C@H](C)[C@H](CN(C)S(C)(=O)=O)O3)cc1	4	0.3	0	-8
CC(=O)N(C)C[C@@H]1Oc2cc(C#C[C@H](C)O)ccc2S(=O)(=O)N([C@@H](C)CO)C[C@@H]1C	17	-0.2	2	16
C[C@@H]1CCCCO[C@H](CN(C)C(=O)Nc2ccccc2)[C@H](C)CN([C@@H](C)CO)C(=O)c2cc(NC(=O)NC3CCCCC3)ccc2O1	-70	0.5	/	46
CO[C@@H]1CN(C)C(=O)c2ccc(NC(=O)c3ccc(F)cc3)cc2OC[C@@H](C)N(C(=O)c2ccc(F)cc2)C[C@H]1C	-41	-1.1	/	45
CCCC(=O)Nc1ccc2c(c1)C(=O)N(C)[C@H]1CC[C@@H](CC(=O)N3CCc4ccccc4C3)O[C@H]1CO2	-31	1.3	2	71
C[C@H](CO)N1C[C@H](C)[C@H](CN(C)C(=O)[C@H](Cc2ccccc2)N(C)C)OCc2ccccc2-c2c(n(C)c3ccccc23)C1=O	-17	-0.5	6	?
CO[C@@H]1CN(C)C(=O)c2cc(NC(=O)C3CCCC3)ccc2OC[C@@H](C)N(C)C[C@@H]1C	/	-1.0	/	-25
C[C@H]1CN([C@@H](C)CO)C(=O)c2cccc(NC(=O)c3ccncc3)c2O[C@@H]1CN(C)CC1CC1	7	0.7	-2	68
CC(=O)NC[C@@H]1[C@@H](c2ccc(-c3ccccc3)cc2)[C@H](CO)N1C(=O)C1CC1	4	-0.4	0	99*

More compounds
mol	Pf Dd2 inh	GASC1 inh	C diff HTS	Tcruzi prolif
COc1ccccc1-c1ccc([C@H]2[C@H]3CN(C(=O)c4cccnc4)CCCCN3[C@H]2CO)cc1	3	0.2	-5	41
CN1CCN(C(=O)C[C@H]2CC[C@@H]3[C@@H](COc4ccc(NC(=O)C5CC5)cc4C(=O)N3C)O2)CC1	16	-3.7	0	11
CO[C@H]1CN(C)C(=O)c2cc(NC(=O)c3nc4ccccc4s3)ccc2OC[C@H](C)NC[C@@H]1C	-77	7.8	/	-41
C[C@@H]1CCCCO[C@@H](CN(C)C(=O)Nc2cccc3ccccc23)[C@H](C)CN([C@@H](C)CO)C(=O)c2cc(NC(=O)CCC(F)(F)F)ccc2O1	-71	-9.8	1	72
COCC(=O)N1CC(=O)N2[C@@H](CO)[C@@H](c3ccc(C#CC(C)C)cc3)[C@@H]2C1	35	-0.3	8	/
CN1C(=O)c2cc(NC(=O)c3ccccc3)ccc2OC[C@@H]2O[C@H](CC(=O)NC3CCCC3)CC[C@H]21	-23	0.0	-5	8
CO[C@@H]1CN(C)C(=O)c2ccc(NC(=O)c3cnccn3)cc2OC[C@H](C)N(C(C)=O)C[C@H]1C	1	0.1	-3	42
CC(=O)N(C)C[C@@H]1Oc2cc(C3=CCCC3)ccc2S(=O)(=O)N([C@@H](C)CO)C[C@@H]1C	/	2.0	3	3
C[C@H]1CN([C@@H](C)CO)C(=O)c2cc(NC(=O)CCCN(C)C)ccc2O[C@@H]1CN(C)CC1CCCCC1	9	-1.5	-3	-45
CO[C@@H]1CN(C)C(=O)c2cc(NC(C)=O)ccc2OC[C@@H](C)N(CCc2ccccc2)C[C@H]1C	-21	-1.1	1	-9
CO[C@H]1CN(C)C(=O)c2ccc(NC(C)=O)cc2OC[C@@H](C)N(C(=O)CN2CCOCC2)C[C@@H]1C	46	/	-2	4
C[C@H]1CN([C@@H](C)CO)S(=O)(=O)c2ccc(C#CC3CCCC3)cc2O[C@@H]1CN(C)C(=O)C1CC1	-25	-0.4	/	-22
C[C@@H]1CN([C@@H](C)CO)C(=O)CCCn2nncc2CO[C@H]1CN(C)S(=O)(=O)c1ccc(Oc2ccccc2)cc1	-43&-15	-0.3	-8	42&20
CCC(=O)N1C[C@H](C)[C@@H](OC)CN(C)C(=O)c2cc(NC(=O)COC)ccc2OC[C@H]1C	30	1.6	/	/
CC(C)C(=O)Nc1ccc2c(c1)C(=O)N(C)[C@H]1CC[C@@H](CC(=O)NCC3CC3)O[C@@H]1CO2	-26	0.5	-2	-22
COc1ccc(S(=O)(=O)N(C)C[C@H]2OCCCC[C@H](C)Oc3ccc(NC(=O)CCCN(C)C)cc3C(=O)N([C@@H](C)CO)C[C@@H]2C)cc1	-65	2.6	4	58
Cc1ccccc1-c1ccc2c(c1)O[C@@H](CN(C)Cc1ccncc1)[C@@H](C)CN([C@H](C)CO)S2(=O)=O	-56	0.6	7	91
COc1ccc(S(=O)(=O)Nc2ccc3c(c2)C(=O)N([C@@H](C)CO)C[C@H](C)[C@H](CN(C)C(=O)NC2CCCCC2)OCCCC[C@H](C)O3)cc1	-76	-1.1	13	75
CO[C@@H]1CN(C)C(=O)c2cc(NC(=O)C3CCOCC3)ccc2OC[C@H](C)N(C(=O)c2ccccc2)C[C@H]1C	/	0.7	/	4
C[C@H]1CN([C@@H](C)CO)C(=O)c2cc(NC(=O)NC3CCCCC3)ccc2O[C@@H]1CN(C)C(=O)Nc1cccc2ccccc12	-27	3.3	-2	7
COc1cccc(NC(=O)N[C@H]2C=C[C@@H](CC(=O)N3CCCCC3)O[C@H]2CO)c1	-8	0.5	6	4
COCC(=O)N1[C@H](CO)[C@H](c2ccc(-c3ccccc3)cc2)C12CN(C(C)=O)C2	20	-0.5	-3	/
COCC(=O)N1C[C@H]2[C@@H](c3ccccc31)[C@@H](CO)N2C(=O)c1ccncc1	7	0.5	0	16
CC(=O)N1CC2(C1)[C@H](c1ccc(-c3cccc(F)c3)cc1)[C@@H](CO)N2CC1CC1	-18	-1.8	-4	/
CCCN1[C@H](C(=O)NC2Cc3ccccc3C2)[C@@H](CO)[C@@H]2Cn3c(ccc(C4=CCCCC4)c3=O)[C@@H]21	/	3.6	-13	37
COc1cccc(C#Cc2ccc3c(c2)[C@@H]2[C@@H](CCN2S(=O)(=O)c2ccccc2)[C@H](CO)N3)c1	-56	-3.7	16	/
CO[C@H]1CN(C)C(=O)c2ccc(NC(=O)Nc3ccccc3F)cc2OC[C@@H](C)N(Cc2ccccc2C(=O)O)C[C@@H]1C	20	0.7	0	-7
CC=Cc1ccc2n(c1=O)C[C@H]1[C@H](CO)[C@@H](C(=O)NCC3CCCCC3)[C@@H]2N1C(=O)CC (mixture of isomers)	7	0.5	0	56
C[C@@H]1CN([C@H](C)CO)C(=O)c2cc(NC(=O)Nc3cccc4ccccc34)ccc2O[C@@H]1CN(C)Cc1ccc(Oc2ccccc2)cc1	-4	1.7	8	117*
CO[C@@H]1CN(C)C(=O)c2cc(NC(=O)Nc3c(C)noc3C)ccc2OC[C@H](C)N(C)C[C@H]1C	18	-1.7	-2	-14
CN(C)CC(=O)Nc1ccc2c(c1)[C@H]1C[C@H](CC(=O)NC3CCCC3)O[C@H](CO)[C@H]1O2	30	0.5	/	-28
COc1cccc(C#Cc2ccc([C@H]3[C@@H](CO)N4C(=O)CN(C(=O)Cc5ccccc5)C[C@H]34)cc2)c1	-94*	-0.6	2	/

Looked up one by one from above, three records:
mol	Pf Dd2 inh	GASC1 inh	C diff HTS	Tcruzi prolif
CO[C@@H]1CN(C)C(=O)c2cc(NC(=O)Nc3c(C)noc3C)ccc2OC[C@H](C)N(C)C[C@H]1C	18	-1.7	-2	-14
COc1ccc(S(=O)(=O)Nc2ccc3c(c2)C(=O)N([C@@H](C)CO)C[C@H](C)[C@H](CN(C)C(=O)NC2CCCCC2)OCCCC[C@H](C)O3)cc1	-76	-1.1	13	75
C[C@H]1CN([C@@H](C)CO)S(=O)(=O)c2ccc(C#CC3CCCC3)cc2O[C@@H]1CN(C)C(=O)C1CC1	-25	-0.4	/	-22

Exported with values under each structure: part of the list above
Sequence of screens: Pf Dd2 inh | GASC1 inh | C diff HTS | Tcruzi prolif
CCC(=O)N1C[C@H](C)[C@@H](OC)CN(C)C(=O)c2cc(NC(=O)COC)ccc2OC[C@H]1C
    30 | 1.6 | / | /
CC(C)C(=O)Nc1ccc2c(c1)C(=O)N(C)[C@H]1CC[C@@H](CC(=O)NCC3CC3)O[C@@H]1CO2
    -26 | 0.5 | -2 | -22
